MgcRacGAP inhibition: MgcRacGAP GTPase-activating activity inhibitors, confirmation, biochemical, ADP Hunter fluorescence; Rac GTPase-activating protein 1 (Homo sapiens); MgcRacGAP-stimulated Rac1 GTP hydrolysis, ADP Hunter fluorescence; higher % means a stronger effect; GST-tagged Rac1 F28L mutant substrate; AID 624330, 2012; 340,000 compounds, 0.6% hits; inhibition, % at 30 µM; hits with a dose series show IC50 in µM;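 active = first-screen hits whose inhibition reached a set limit at any dose in the follow-up dose series; inconclusive = inhibition above the set first-screen limit but never retested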;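 note: fluorescence reports GDP produced by GAP-driven GTP hydrolysis; strong numbers were not always called active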
UTI89 phage lysis: inhibition of K1F phage lysis, E. coli UTI89, bacterial capsule biogenesis inhibitors, alamar blue (AID 488966) | 340,000 compounds, 0.02% hits | E. coli UTI89 K1F phage lysis, alamar blue, 2 h; higher % means a stronger effect | one-dose inhibition, % at 100 µM; IC50 in µM for titrated hits;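 active = phage lysis inhibition, versus mean bacterial control, above a set limit; inconclusive = no clear call, values can overlap the other calls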;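 note: capsule biogenesis inhibitors block K1F phage lysis so surviving cells raise fluorescence; higher fluorescence means more inhibition of phage lysis; actives were called in the ten point dose series up to 300 µM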
* marks the source's active call; other numbers are inactive results; u = inconclusive; x = no result given; [ ] = dose if it differs, or a comment. This is a subset (hit frequency here may not be typical).

The first two compounds as a preview:
SMILES	MgcRacGAP inhibition	UTI89 phage lysis
Cc1ccc(NC(=O)CN(C)C(=O)COC(=O)COc2cc(C)cc(C)c2)cc1	6%	x
O=S1(=O)CCN(C2CC2)CC1	10%	x

The whole of this part, previewed entries included:
SMILES	MgcRacGAP inhibition	UTI89 phage lysis
Cc1ccc(NC(=O)CN(C)C(=O)COC(=O)COc2cc(C)cc(C)c2)cc1	6%	x
O=S1(=O)CCN(C2CC2)CC1	10%	x
CCC1Oc2ccccc2N(CC(=O)N2CC(C)CC(C)C2)C1=O (stereo not given)	4%	x
CC1=C(C(=O)N2CCOCC2)CC(CC(=O)NC(c2ccccc2)c2ccccc2)C(=O)N1Cc1ccc(F)cc1 (stereo not given)	10%	x
Cc1ccc(NC(=O)CSCC(=O)N(C)CC(=O)Nc2c(C)cccc2C)cc1	2%	x
C#CCN(C[C@H]1[C@H](OC(=O)NCc2ccccc2F)[C@H](OC(=O)NCc2ccccc2F)C[C@@H](C(=O)OC)[C@H]1C(=O)OC)S(=O)(=O)c1ccc(C)cc1	13%	x
COc1ccccc1NC(=O)N(C)C[C@@H]1Oc2ncc(Br)cc2C(=O)N([C@H](C)CO)C[C@@H]1C	12%	x
Cc1noc(C)c1S(=O)(=O)Nc1ccc2c(c1)C(=O)N([C@@H](C)CO)C[C@H](C)[C@@H](CN(C)Cc1ccc(C(F)(F)F)cc1)OCCCC[C@H](C)O2	11%	x
CCOC(=O)N1CCN(C(=O)c2ccc3oc(CCc4ccccc4)nc3c2)CC1	3%	x
CC(=O)Nc1ccc(NC(=O)CSc2nc(=O)n(CCCN3CCOCC3)c3c2CCC3)cc1	7%	x
CCCNC(=O)N(C)C[C@H]1Oc2ncc(C#CCc3ccccc3)cc2C(=O)N([C@H](C)CO)C[C@H]1C	-4%	x
CN(Cc1ccc(Cl)cc1Cl)C(=O)Cc1ccc(S(=O)(=O)N2CCOCC2)s1	9%	x
COc1cc(NC(=O)C(C)(C)C)c(C(=O)OCC(=O)Nc2cc(C)on2)cc1OC	4%	x
COc1ccc(/C=C/C(=O)OCC(=O)N2c3ccccc3CC2C)c(OC)c1 (stereo not given)	22%	x
COc1ccc(CN2CCC[C@]3(N[C@H](c4ccc(C(F)(F)F)cc4)[C@@H]4C(=O)N(Cc5ccccc5)C(=O)[C@@H]43)C2=O)cc1	13%	x
CC(C)C1C(=O)N(Cc2cn(Cc3ccco3)nn2)CCS(=O)(=O)N1Cc1ccc(-c2ccc(Cl)cc2)cc1 (stereo not given)	11%	x
COc1ccc(S(=O)(=O)Nc2ccc3c(c2)C(=O)N([C@H](C)CO)C[C@H](C)[C@@H](CN(C)Cc2ccncc2)OCCCC[C@@H](C)O3)cc1	9%	x
C[C@@H]1CN([C@H](C)CO)C(=O)CCCn2nncc2CO[C@@H]1CN(C)S(=O)(=O)c1cccc(F)c1	6%	x
C=CCC1(CC=C)CCCN1C(=O)c1ccc2oc(CCCC)nc2c1	7%	x
OC(c1ccccc1)C(NCc1ccccc1)c1ccccc1 (stereo not given)	6%	x
CCc1cc(CNC(=O)C2CCC(=O)N(Cc3ccccc3F)C2)on1 (stereo not given)	7%	x
Cn1nc(N)c2ncc(-c3ccc(Cl)cc3)nc21	-24%	x
CCc1ccc(NC(=O)C(C)OC(=O)Cn2[nH]c(=O)c3ccccc3c2=O)cc1 (stereo not given)	8%	x
c1ccc(CNCc2ccc(CNCc3ccccc3)cc2)cc1	9%	x
CCN(CC)C(=O)C1=C(C)N(CCCN2CCCC2=O)C(=O)C(CC(=O)NCc2cccc3ccccc23)C1 (stereo not given)	3%	x
CCC(C)N(C(=O)COC(=O)c1ccc(N)c([N+](=O)[O-])c1)C1CCS(=O)(=O)C1 (stereo not given)	15%	x
COc1ccc(CCC(=O)O)c(C(CC(=O)O)C(=O)O)c1OS(=O)(=O)c1ccc(C)cc1 (stereo not given)	5%	x
CN(Cc1ccccc1)N=Nc1ccccc1	7%	x
O=C(COC(=O)Cc1ccc(Cl)c(Cl)c1)NCCc1ccccc1	10%	x
C[C@@H]1CN([C@@H](C)CO)C(=O)CCCn2nncc2CO[C@@H]1CN(C)C(=O)Nc1cccc(Oc2ccccn2)c1	14%	x
CCCCN1C(=O)C(CC(=O)NC2CCCCC2)CC(C(=O)N(CC)CC)=C1C (stereo not given)	12%	x
Cc1noc(C)c1S(=O)(=O)N(C)C[C@@H]1OCc2cnnn2CCCC(=O)N([C@@H](C)CO)C[C@H]1C	3%	x
O=S(=O)(Cc1ccccc1)C(c1ccccc1)S(=O)(=O)Cc1ccccc1	7%	x
CC1Cc2nc(SCC(=O)NCC3CCCO3)n(-c3ccccc3)c(=O)c2S1 (stereo not given)	12%	x
CC(=O)c1ccc(S(=O)(=O)Nc2ccc(C(=O)NCC(c3ccco3)N3CCCC3)cc2)cc1 (stereo not given)	4%	x
CCOC(=O)C1=C(C)NC(C)=C(C(=O)OCC)C1c1ccc(OC)c(OC)c1	14%	x

4 compounds already listed, ordered by their value in MgcRacGAP inhibition, low to high.
| SMILES | MgcRacGAP inhibition |
| --- | --- |
| CCN(CC)C(=O)C1=C(C)N(CCCN2CCCC2=O)C(=O)C(CC(=O)NCc2cccc3ccccc23)C1 (stereo not given) | 3% |
| CCc1ccc(NC(=O)C(C)OC(=O)Cn2[nH]c(=O)c3ccccc3c2=O)cc1 (stereo not given) | 8% |
| O=C(COC(=O)Cc1ccc(Cl)c(Cl)c1)NCCc1ccccc1 | 10% |
| CC(C)C1C(=O)N(Cc2cn(Cc3ccco3)nn2)CCS(=O)(=O)N1Cc1ccc(-c2ccc(Cl)cc2)cc1 (stereo not given) | 11% |

(cont.)
SMILES	MgcRacGAP inhibition	UTI89 phage lysis
Cc1ccc(C)c(-n2nnc3ccccc3c2=O)c1	3%	x
O=C(COC(=O)c1cnccn1)NCc1ccccc1Cl	6%	x
COc1ccc(CN(C)C(=O)CNC(=O)c2sc3ccccc3c2Cl)c(OC)c1	6%	x
CC#CCOCC1CNC(=O)O1 (stereo not given)	-8%	x
C[C@H]1CN([C@@H](C)CO)C(=O)c2cc(C#Cc3ccccn3)cnc2O[C@@H]1CN(C)Cc1ccccc1	14%	x
C[C@H]1CN([C@@H](C)CO)S(=O)(=O)c2ccc(Br)cc2O[C@@H]1CN(C)C(=O)Cc1ccccc1	4%	x
C[C@@H]1CN([C@@H](C)CO)S(=O)(=O)c2ccc(Br)cc2O[C@@H]1CN(C)Cc1ccccn1	12%	x
CC(C)COC(=O)N(C)C[C@@H]1OCc2cnnn2CCCC(=O)N([C@@H](C)CO)C[C@@H]1C	12%	x
C[C@@H]1CCCCO[C@H](CN(C)S(=O)(=O)c2cccs2)[C@@H](C)CN([C@H](C)CO)C(=O)c2cc(NC(=O)C3CCCCC3)ccc2O1	14%	x
COc1ccc(NC(=O)N(C)C[C@@H]2Oc3cc(Br)ccc3S(=O)(=O)N([C@H](C)CO)C[C@H]2C)cc1	12%	x
Cc1ccc(C)c(NC(=S)N2CCC(C(=O)c3ccc(F)cc3)CC2)c1	10%	x
CSc1cccc(CNC(=O)C2CCC(=O)N(CCc3ccccc3)C2)c1 (stereo not given)	3%	x
CCOC(=O)c1nc2ccc(C)cc2c2c1C1CC(c3c(Cl)cccc31)N2C(=O)OCc1ccccc1 (stereo not given)	15%	x
CC1(C)CC(=O)C=C(c2n[nH]nc2C2=CCCCC2)C1	4%	x
Cc1ccc(S(=O)(=O)N2CC3(O)CN(C(=O)OC(C)C)N(C(=O)OC(C)C)CC3(OC(=O)Nc3cccs3)C2)cc1 (stereo not given)	13%	x
CNC[C@@H]1OCc2cnnn2CCCC(=O)N([C@H](C)CO)C[C@H]1C	8%	x
CCOC(=O)c1cc(OC(=O)Cc2ccc(OC)c(S(=O)(=O)N3CCOCC3)c2)cc(C(=O)OCC)c1	5%	x
O=C(CN1C(=O)c2ccccc2C1=O)NC1CCS(=O)(=O)C1 (stereo not given)	5%	x
COc1ccc(C(C#N)CC(=O)c2ccc(OC)c(OCc3ccccc3)c2)cc1OC (stereo not given)	8%	x
Cc1[nH]ccc2cc3nc4ccccc4c3cc12	2%	x
CC1C(=O)N(Cc2cn(CC3CCCCC3)nn2)CCS(=O)(=O)N1Cc1ccc(-c2ccc(F)nc2)cc1 (stereo not given)	9%	x
CN(C(=O)CSc1nc(N)cc(=O)[nH]1)C1CCCCC1	6%	x
Cc1ccccc1-c1ccc2c(c1)O[C@@H](CN(C)C(=O)Nc1ccc(C(F)(F)F)cc1)[C@H](C)CN([C@@H](C)CO)S2(=O)=O	11%	x
O=C1CN(C(=O)COC(=O)c2cc(Cl)ccc2[N+](=O)[O-])c2ccccc2N1	7%	x
C[C@@H]1CN([C@@H](C)CO)C(=O)CCCn2nncc2CO[C@H]1CN(C)Cc1ccccc1	14%	x
C[C@@H]1CN([C@H](C)CO)C(=O)CCCn2nncc2CO[C@@H]1CN(C)C(=O)OCc1ccccc1	19%	x
Cn1c(=NN=Cc2ccccc2OCCO)sc2ccccc21	0%	x
COc1ccccc1CCNC(=O)C1CC(=O)N(c2ccccc2F)C1 (stereo not given)	-25%	x
COc1ccc(C(=O)Nc2cc(OC)c(NC(=O)Nc3ccccc3)cc2OC)cc1	11%	x
c1ccc(COc2ncnc3c2ncn3CCCNC2CCN(Cc3ccccc3)CC2)cc1	17%	x
CCc1nc(N2CCN(C(=O)CCCl)CC2)c2c3c(sc2n1)CCCC3	11%	x
O=C(NCCNC(=O)c1ccc(-c2cc(Cl)ccc2Cl)o1)c1cnccn1	5%	x
CC(C)c1csc(CN2CCC(C(=O)Nc3cccc(-c4ccco4)c3)CC2)n1	9%	x
Cc1ccc(S(=O)(=O)NCC(=O)NCC(=O)N(C)Cc2ccc(Br)s2)cc1C	7%	x
COc1ccc(C)c2sc(N(CCCN(C)C)C(=O)c3ccc(S(=O)(=O)N4CCc5ccccc5C4)cc3)nc12	6%	-0.4%[50 µM]
Nc1cccc2cc(S(=O)(=O)O)ccc12	21%	5.3%
Cc1ccc(NC(=O)C(C)OC(=O)c2nc(Cl)ccc2Cl)cc1S(=O)(=O)N1CCOCC1 (stereo not given)	6%	0.9%[50 µM]
CC(=NNC(=O)c1ccncc1)c1ccc(O)cc1O	u	-2.8%
C=C(C1=CCN(S(=O)(=O)C(C)(C)C)[C@@H]1CCO)c1ccccc1	11%	0.7%
CC(=O)Nc1ccc(S(=O)(=O)NCCC(=O)OCC(=O)NC(C)c2ccc(Cl)cc2)cc1 (stereo not given)	1%	0.6%[50 µM]
O=C(O)c1ccccc1C(=O)c1ccc(F)c(F)c1	9%	0.2%
O=C(Oc1ccccc1)c1ccccc1C(=O)Oc1ccccc1	4%	2.5%
CCN(C(=O)COC(=O)CCCc1nc2ccccc2s1)c1c(N)n(Cc2ccccc2)c(=O)[nH]c1=O	2%	0.5%[50 µM]
CC(Sc1nnc(CN2CCCC2)n1Cc1ccccc1)C(=O)Nc1ccc(F)c(F)c1F (stereo not given)	-4%	-0.2%[50 µM]
O=C(Nc1ccccc1)O[C@@H]1C[C@H]2CCCC(=O)N3CC[C@@H](C1)[C@@H]23	3%	-0.6%

In another format: entries from further up.
Molecule: Cc1noc(C)c1S(=O)(=O)N(C)C[C@@H]1OCc2cnnn2CCCC(=O)N([C@@H](C)CO)C[C@H]1C
  MgcRacGAP inhibition: 3%
  UTI89 phage lysis: x
Molecule: C[C@@H]1CN([C@@H](C)CO)C(=O)CCCn2nncc2CO[C@@H]1CN(C)C(=O)Nc1cccc(Oc2ccccn2)c1
  MgcRacGAP inhibition: 14%
  UTI89 phage lysis: x
Molecule: CC(Sc1nnc(CN2CCCC2)n1Cc1ccccc1)C(=O)Nc1ccc(F)c(F)c1F (stereo not given)
  MgcRacGAP inhibition: -4%
  UTI89 phage lysis: -0.2%[50 µM]

Source: PubChem (Southern Research Specialized Biocontainment Screening Center)
